# PTHR1 agonist – agonists of human PTHR1 parathyroid hormone receptor; HEK293 GP2 PTHR1 cells, GloSensor cAMP luminescence, 1 h; Potency, µM (highest dose often 115 µM), without a hit: at the highest dose activation, hits mostly activators; hit rate 0.075% among 410,000; AID 743266; note: potency is the fitted concentration of half-maximal effect; nearly all actives have a fitted effect of over 55% in size; some results filed as inactive show a strong effect at the top dose; inactives centre near -15; many of its hits are not listed in these tables
#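 HEK-293-derived GP2 cells expressing PTHR1 and a GloSensor cAMP reporter, 3,000/well, plated overnight, given luciferin plus IBMX (each 0.5 mM as added) for 1 h at 37 °C, then compound for 1 h at 37 °C. Luminescence was read after 15 min at room temperature.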
# GLP1R ag – agonists of human GLP-1 receptor; P43220; hit rate 0.007% among 380,000; AID 624172; Potency, µM (series often up to 45.6 µM), inactives show at the highest dose activation, most hits filed as activators; HEK293 GLP-1R CRE-luciferase, luminescence, 4-6 h; cells express a hypersensitive GLP-1R form; note: potency is the fitted concentration of half-maximal effect; % of control where 0% means no effect
# Target sequence (P43220 whole entry, looked up): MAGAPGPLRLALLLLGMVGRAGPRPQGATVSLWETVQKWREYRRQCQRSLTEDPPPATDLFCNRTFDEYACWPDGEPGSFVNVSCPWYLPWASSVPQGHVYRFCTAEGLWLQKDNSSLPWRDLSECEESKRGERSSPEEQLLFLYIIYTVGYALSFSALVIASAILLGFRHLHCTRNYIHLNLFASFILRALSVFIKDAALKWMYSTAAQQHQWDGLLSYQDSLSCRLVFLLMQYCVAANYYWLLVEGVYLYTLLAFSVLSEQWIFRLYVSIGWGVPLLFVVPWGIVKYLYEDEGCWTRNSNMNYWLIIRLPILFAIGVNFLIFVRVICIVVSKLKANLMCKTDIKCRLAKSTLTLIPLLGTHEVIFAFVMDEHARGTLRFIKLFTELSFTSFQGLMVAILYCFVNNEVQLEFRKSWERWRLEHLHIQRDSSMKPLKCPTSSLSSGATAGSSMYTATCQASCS
# D3 antag – antagonists of human D3 dopamine receptor. P35462. D3R cells, DiscoveRx beta-arrestin luminescence, antagonist mode; active compounds read low. max response, negative = inhibition, %. hit rate 2.5% among 360,000. AID 652054; in the data active = max response below about -50%; inconclusive = no clear call, values can overlap the other calls; note: % is set by controls: 0 for no effect and ±100 for the full control effect; mostly tested at two doses, the higher about 12 µM
# Target sequence (P35462 whole entry, looked up): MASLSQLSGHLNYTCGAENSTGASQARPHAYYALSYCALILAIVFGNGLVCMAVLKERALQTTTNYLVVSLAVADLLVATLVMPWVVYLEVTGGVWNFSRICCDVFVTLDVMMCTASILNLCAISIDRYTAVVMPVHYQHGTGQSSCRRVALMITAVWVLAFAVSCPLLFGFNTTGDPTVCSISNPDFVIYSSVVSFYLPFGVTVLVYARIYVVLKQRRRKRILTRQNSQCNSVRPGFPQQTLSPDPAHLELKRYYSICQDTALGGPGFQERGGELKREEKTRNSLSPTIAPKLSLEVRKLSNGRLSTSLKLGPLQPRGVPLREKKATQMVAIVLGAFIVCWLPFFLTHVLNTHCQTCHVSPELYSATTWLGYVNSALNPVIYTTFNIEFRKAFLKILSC
#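 Cells expressing the human receptor were seeded at 1500 cells/well, incubated overnight at 37 degrees C in 5% CO2, then exposed to library compounds with dopamine controls for 90 minutes at 37 degrees C before luminescent detection.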
# TDP-43 yeast inh – rescues yeast growth from TDP-43 toxicity; hit rate 1.8% among 410,000; TDP-43 expressing yeast growth rescue, BacTiter-Glo, 24 h; Potency, µM (series often up to 46.1 µM), without a hit: at the highest dose growth rescue (activation), actives largely listed as activators; note: potency is the fitted concentration of half-maximal effect; % of control where 0% means no effect; nearly all actives have a fitted effect of over 50% in size
#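 Yeast expressing TDP-43 (pregrown in raffinose, seeded at OD600=0.02 in galactose medium) exposed to compounds 24 hr at 30 deg C. Growth read by BacTiter-Glo luminescence; rescue of toxicity appears as increased signal.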
# FUS yeast rescue – suppressors of FUS proteinopathy in yeast. S. cerevisiae FUS-expressing, growth rescue, OD600, 24 h. hit rate 0.24% among 390,000. Potency, µM (top dose mostly 76.6 µM), for the others: at the highest dose growth rescue (activation), hits mostly activators;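 note: potency is the fitted concentration of half-maximal effect; plate controls were DMSO vehicle for no effect and reference control for full effect; nearly all actives have a fitted effect of over 55% in size; some results filed as inactive show a strong effect at the top dose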
#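 Restored growth of FUS-toxic S. cerevisiae, read as 600 nm absorbance after 24 h at 30C in galactose medium (starting OD 0.005). Controls CP55940 and DMSO.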
# aSyn yeast inh – alpha-synuclein toxicity inhibition in yeast. Yeast expressing alpha-synuclein, growth rescue, BacTiter-Glo, 24 h. Potency, µM (highest dose often 46.1 µM), without a hit: at the highest dose growth rescue (activation), actives largely listed as activators. hit rate 0.14% among 370,000. AID 652106; note: potency is the fitted concentration of half-maximal effect; % of control where 0% means no effect; nearly all actives have a fitted effect of over 65% in size
#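 Galactose-induced alpha-syn yeast (OD600=0.02, raffinose-pregrown) + pinned cpd, 24 hr, 30 deg C; growth by BacTiter-Glo luminescence. Growth restoration scores as activation.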
# Abeta rescue – A-beta toxicity reversal in yeast. yeast expressing A-beta42, growth rescue, OD600, 48 h; response scale: 0% DMSO, 100% iron-clioquinol control. Potency, µM (highest dose often 46.1 µM), without a hit: top-dose growth rescue, hits mostly activators. hit rate 0.063% among 410,000. AID 1347071; note: potency is the fitted concentration of half-maximal effect; nearly all actives have a fitted effect of over 55% in size
#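 Yeast A-beta toxicity model in growth medium with pinned compounds, 48 h at 30 C; growth read as absorbance at 600 nm. Normalized to FeCl3/clioquinol equimolar mix (positive) and DMSO (negative).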
# GLP1R inv ag – inverse agonists of human GLP-1 receptor; P43220; HEK293 GLP-1R CRE-luciferase, luminescence, 24 h; GLP-1R form is constitutively active; Potency, µM (highest dose often 38.3 µM), for the others: at the top dose activity change, negative = inhibition, usual class: inhibitors; hit rate 1.6% among 410,000; AID 624417; note: potency is the fitted concentration of half-maximal effect; % is set by controls: 0 for no effect and ±100 for the full control effect; nearly all actives have a fitted effect of over 55% in size
#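 Inverse agonism was detected as reduced cAMP-driven luciferase luminescence after 24 h compound treatment. The cells were HEK293 clones expressing constitutively active human GLP-1R with the reporter. Reporter-only and GPR119 cell lines served as counterscreen controls.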
# pAkt inh – inhibitors of Akt phosphorylation. Neuro2A IGF-stimulated pAkt S473 HTRF, 20 min; active compounds read low. activity change, % for hits at 50 µM. hit rate 0.32% among 360,000; in the data active = activity change below about -80%; inconclusive = mostly about -51% to -80%; note: % is set by controls: 0 for no effect and ±100 for the full control effect
#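 Neuro2A cells in DMEM with 0.5% FBS, overnight at 37 deg C, given compound at single 50 µM final, then IGF (6 nM final) for 20 min at 37 deg C. Lysed; phospho-Akt Ser473 by HTRF after 24 h, 665/615 ratio.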
# An asterisk follows results filed as active; i = inactive; ? = inconclusive; . = no result given; [ ] = dose if it differs, or a comment. Unless noted, calls come from the whole dose curve; as a rule, active = well fitted curve in the direction sought with a large enough effect; inconclusive = small, poorly fitted or top-dose-only effect, or another doubt; inactive = no such curve, though single readings can be large; an effect the other way counts as inactive or inconclusive. This is a subset; the hit share may differ from the screen's.
nr	Compound	PTHR1 agonist	GLP1R ag	D3 antag	TDP-43 yeast inh	FUS yeast rescue
1	Cc1ccc(OCCNC(=O)c2cc(C3CC3)nc3c2cnn3C(C)C)cc1	-16%	20%	-3	10%	?
2	CC(=O)NC(c1cccc(F)c1)c1nc(-c2ccccc2C)cs1 (configuration not stated)	i	14%	15	?	5%
3	CC1CCCC(NC(=O)COC(=O)c2ccccc2[N+](=O)[O-])C1C (configuration not stated)	-46%[inhibitor]	14%	-7	21%	3%
4	COC(=O)c1ccc(NC(=O)c2cc(Cl)ccc2OC)cc1	-9%	2%	7	8%	-12%
5	C=CCSc1nc2ccccc2n1S(=O)(=O)c1ccc(C)cc1	i	0%	12	29%	-4%
6	COc1ccccc1N1CCN(C(=O)C2CCN(S(=O)(=O)c3cccc4nonc34)CC2)CC1	-21%	.	.	20%	23%
7	Cc1ccc(-c2nc(CC(=O)Nc3cccc(S(=O)(=O)NC4=NCCC4)c3)cs2)cc1	-32%	3%	-19	10%	?
8	CSc1nc(C)cc(OCNC(=O)c2cccs2)n1	i	-5%	-10	-5%	.

nr	aSyn yeast inh	Abeta rescue	GLP1R inv ag	pAkt inh
1	-3%[1.84 µM]	8%	?	i
2	9%	0%	5%	i
3	7%	-2%	-17%	i
4	0%	3%	18%	i
5	2%	32%	27%	i
6	.	15%	-15%	.
7	-2%[1.84 µM]	-10%	-17%	i
8	13%	-9%	4%	i

# Remaining list, next part:
nr	Compound	PTHR1 agonist	GLP1R ag	D3 antag	TDP-43 yeast inh	FUS yeast rescue
9	O=C(CN(C(=O)c1csnn1)c1cccc2ccccc12)NC1CCCC1	i	7%	2	16%	12%
10	CCOC(=O)Cc1nc2ccccc2[nH]1	i	1%	16	-4%	19%
11	Cc1cc2c(cc(C(=O)OC(C(=O)NCC3CCCO3)C(C)C)n2C)o1 (configuration not stated)	-12%	15%	1	16%	14%
12	CC(C)c1ccc(CN(C(=O)c2cccs2)C2CCS(=O)(=O)C2)cc1 (configuration not stated)	-15%	6%	-2	?	35%
13	COc1cccc(OCC(O)CNC(=O)c2oc3c(C)c(C)ccc3c2C)c1 (configuration not stated)	i	-2%	13	?	42%
14	CCc1cccc(CC)c1NC(=O)COC(=O)CC1c2ccccc2CCN1S(=O)(=O)c1ccc(F)cc1 (configuration not stated)	i	-4%	2	-32%[inhibitor]	.
15	O=C(CCc1nnc2ccc(NCc3ccco3)nn12)Nc1ccccn1	i	-5%	1	14%	12%
16	CCOc1cc(/C=N/NC(=O)c2cc(C3CC3)[nH]n2)ccc1O	i	6%	-11	9%	3%

nr	aSyn yeast inh	Abeta rescue	GLP1R inv ag	pAkt inh
9	2%	8%	2%	i
10	-6%	-12%	-1%	i
11	2%	3%	-8%	i
12	19%	8%	-32%	i
13	10%	20%	?	i
14	2%	23%	?	i
15	4%	-15%	1%	.
16	-15%	-2%	-18%	i

# Carrying on.
nr	Compound	PTHR1 agonist	GLP1R ag	D3 antag	TDP-43 yeast inh	FUS yeast rescue
17	CCOC(=O)C1CCCN(C/C=C/c2ccccc2[N+](=O)[O-])C1 (configuration not stated)	i	-1%	-64*	-12%	7%
18	CN(C)S(=O)(=O)N1CCCC(C(=O)c2ccc(C(F)(F)F)cc2)C1 (configuration not stated)	-24%	10%	?	11%	3%
19	C/C(=N\NC1=NCCN1)c1ccc(N)c([N+](=O)[O-])c1	i	-14%	?	12%	17%
20	CCCCC1=CC2=CC(=O)C(C)(OC(=O)CC)C(=O)C2=CN1CCc1c[nH]c2ccccc12 (configuration not stated)	-1%	-4%	2	-2%	18%
21	Cn1ncc2nnn(-c3ccccc3)c(=O)c21	i	10%	0	-20%	-39%
22	COCCNC(=O)c1cc(-c2ccc(-c3ccccc3)cc2)nc2ccccc12	-7%	9%	38	5%	20%
23	COCCN(C(=O)COC(=O)c1ccc(Cl)s1)c1c(N)n(Cc2ccccc2)c(=O)[nH]c1=O	-14%	-2%	-3	-28%	23%
24	CCOc1ccc(NC(=O)c2sc(-n3nc(C)c(Cc4ccc(Cl)cc4)c3C)nc2C)cc1	i	.	.	7%	7%

nr	aSyn yeast inh	Abeta rescue	GLP1R inv ag	pAkt inh
17	1%	10%	0%	i
18	3%	-2%	-6%	i
19	0%	9%	6%	i
20	-2%	-14%	17%	i
21	14%	2%[9.22 µM]	3%	i
22	7%	7%	?	i
23	-5%	6%	-24%	i
24	.	-5%	3%	.

# Additional results.
nr	Compound	PTHR1 agonist	GLP1R ag	D3 antag	TDP-43 yeast inh	FUS yeast rescue
25	CC(C)(C)c1ccc(C(=O)Nc2nnc(SCC(=O)NCC3CCCO3)s2)cc1 (configuration not stated)	-30%[inhibitor]	-1%	1	10%	24%
26	O=C(Nc1ccc2c(c1)OCO2)C1(S(=O)(=O)c2ccc(Cl)cc2)CC1	i	3%	10	-11%	35%
27	Cc1nc2c(OCc3cccc(Cl)c3)cccn2c1N(C)Cc1cccs1	-40%[inhibitor]	-3%	-21	9%	16%
28	COC(=O)c1cc(Br)c(=O)n(Cc2ccncc2)c1	-5%[57.5 µM]	7%	-1	12%	-20%
29	Cn1cc(/C=C(\C(=O)O)C(C(=O)O)=C2CCCCC2)c2ccccc21	i	4%	-1	-3%	4%
30	C[C@@H](CSc1ccccc1)CN1CC[C@H](O)CCC1=O	i	7%	23	?	-9%
31	COc1ccc(NC(=O)CSc2nc3c(oc4ccccc43)c(=O)n2-c2ccccc2)cc1OC	i	.	.	?	14%
32	O=C(Nc1ccc(O)c(-c2nc3ccccc3o2)c1)C1(c2ccccc2)CCCC1	i	-6%	-10	-8%	44%

nr	aSyn yeast inh	Abeta rescue	GLP1R inv ag	pAkt inh
25	0%	4%	?	i
26	1%	0%	-7%	i
27	-4%	-2%	?	i
28	-1%	13%	15%	.
29	7%	-22%	3%	i
30	-4%	-1%	10%	i
31	.	-2%	2%	.
32	-3%	6%	-7%	i

# Reprinted from the part before: five compounds, then new ones.
nr	Compound	PTHR1 agonist	GLP1R ag	D3 antag	TDP-43 yeast inh	FUS yeast rescue
28	COC(=O)c1cc(Br)c(=O)n(Cc2ccncc2)c1	-5%[57.5 µM]	7%	-1	12%	-20%
29	Cn1cc(/C=C(\C(=O)O)C(C(=O)O)=C2CCCCC2)c2ccccc21	i	4%	-1	-3%	4%
30	C[C@@H](CSc1ccccc1)CN1CC[C@H](O)CCC1=O	i	7%	23	?	-9%
31	COc1ccc(NC(=O)CSc2nc3c(oc4ccccc43)c(=O)n2-c2ccccc2)cc1OC	i	.	.	?	14%
32	O=C(Nc1ccc(O)c(-c2nc3ccccc3o2)c1)C1(c2ccccc2)CCCC1	i	-6%	-10	-8%	44%
33	COc1ccc(CN(C)C(=O)CCNS(=O)(=O)c2ccccc2)c(OC)c1	i	3%	-11	6%	-43%
34	CCCCCN(C(=O)CCCSc1nncs1)c1c(N)n(CCCC)c(=O)[nH]c1=O	i	9%	14	2%	6%
35	COc1ccc(N2CCN(c3ccc(NC(=O)C4CCCCC4)cc3C#N)CC2)cc1	i	-4%	3	13%	-21%
36	Cc1ccc(OCC(=O)NCc2cccnc2)cc1	-2%	1%	-14	3%	-4%
37	Cn1c(COc2ccccc2)nnc1SCC(=O)Nc1ccc2c(c1)OCO2	i	-4%	10	-12%	18%
38	CC(NC(=O)c1ccccc1Cl)C1CC2CCC1C2 (configuration not stated)	-2%	16%	18	9%	0%
39	COc1cc(C(O)c2nc(-c3ccc(C)c(C)c3)cs2)ccc1F (configuration not stated)	i	7%	5	35µM*	44%
40	COc1cccc(NC(=O)c2sc3ncn(CC(=O)N4CCN(c5ccccn5)CC4)c(=O)c3c2C)c1	-6%	4%	19	22%	19%

nr	aSyn yeast inh	Abeta rescue	GLP1R inv ag	pAkt inh
28	-1%	13%	15%	.
29	7%	-22%	3%	i
30	-4%	-1%	10%	i
31	.	-2%	2%	.
32	-3%	6%	-7%	i
33	-8%	6%	12%	i
34	0%	1%	10%	i
35	6%	21%	?	i
36	-4%	-14%	8%	i
37	9%	11%	11%	i
38	5%	-17%	?	i
39	?	25%	?	.
40	5%	14%	?	i

# Other structures
nr	Compound	PTHR1 agonist	GLP1R ag	D3 antag	TDP-43 yeast inh	FUS yeast rescue
41	COc1ccc(C2CC(c3ccco3)n3ncnc3N2)cc1 (configuration not stated)	1%	14%	?	-5%	-6%
42	CCN(CC)c1ccc(/C=C(/C#N)c2nc3ccccc3[nH]2)c(OC(C)C)c1	i	13%	8	13µM*	?
43	CCOc1ccc(NC(=O)CNC(=O)c2cn(-c3ccccc3OC)c(=O)c3ccccc23)cc1	i	-1%	8	19%	?
44	Cc1ccc(Cc2c(-c3ccc(C#N)cc3)nc3ccc(Cl)cn23)cc1	i	-2%	24	23%	3%
45	Cc1ccc(CCNC(=O)c2cc(Nc3ccc(C)c(C)c3)nc3ccccc23)cc1	-20%	.	.	16%	-4%
46	COc1ccc(-c2nc3c4ccccc4ccn3c2CC2CCCCC2)cc1OC	-24%	13%	?	0%	?
47	O=C(Nc1ccccc1-c1ccccc1)c1cccc(C(F)(F)F)c1	-14%	0%	-13	0%	.

nr	aSyn yeast inh	Abeta rescue	GLP1R inv ag	pAkt inh
41	?	10%	-1%	i
42	-25%	-3%	1.8µM*	i
43	1%	0%	0%	i
44	?	16%	6%	i
45	.	0%	-18%	.
46	2%	7%	15%	i
47	13%	4%	?	i

# High-throughput results deposited in PubChem by National Center for Advancing Translational Sciences (NCATS).
